Screening results: PubChem, National Center for Advancing Translational Sciences (NCATS)
Vif-A3F inh = qHTS for Inhibitors of Vif-A3F Interactions: qHTS | AID 602313, 2012 | Potency, µM (top dose mostly 46.1 µM), without a hit: at the top dose activity, negative = active | hit rate 0.2% among 390,000 | HeLa A3F-eYFP + Vif (tagged APOBEC3F with the HIV-1 protein that degrades it), YFP fluorescence increase; note: potency is the fitted concentration of half-maximal effect; % of control where 0% means no effect; nearly all actives have a fitted effect of over 65% in size
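Fluorescence increase (Ex 488/Em 500-530) after overnight compound treatment at 37 deg C flags inhibition of Vif-driven A3F-eYFP loss in stable HeLa A3F-eYFP/Vif cells seeded overnight beforehand.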
LDHA inh = qHTS assay for inhibitors of human lactate dehydrogenase. activity change, % (values are at about 110 or 230 µM). purified LDHA, NADH/diaphorase-resazurin fluorescence; stronger effect = lower value. hit rate 0.15% among 480,000. L-lactate dehydrogenase A chain (Homo sapiens), P00338; in the data active = activity change below about -30%; inconclusive = mostly about -25% to -30%;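 note: plate controls were DMSO wells for no effect and wells without enzyme for full effect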
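Resorufin fluorescence (ex540/em590), read at 0 and 20 min after diaphorase/resazurin addition, reports the NADH left after a 5 min room-temperature reaction of 2 nM human LDH5 with 0.06 mM NADH and 0.2 mM pyruvate.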
D2 antag = HTS Assay for Allosteric Antagonists of the Human D2 Dopamine Receptor: Primary Screen for Antagonists; HEK293 TREx D2 cells, calcium flux, dopamine EC80; inhibition, % at 10 µM; hit rate 2% among 340,000; D(2) dopamine receptor (Homo sapiens), P14416; AID 485344, 2010; in the data active = inhibition above about 30%; note: 0% is about no effect
Target sequence (P14416 whole entry, looked up): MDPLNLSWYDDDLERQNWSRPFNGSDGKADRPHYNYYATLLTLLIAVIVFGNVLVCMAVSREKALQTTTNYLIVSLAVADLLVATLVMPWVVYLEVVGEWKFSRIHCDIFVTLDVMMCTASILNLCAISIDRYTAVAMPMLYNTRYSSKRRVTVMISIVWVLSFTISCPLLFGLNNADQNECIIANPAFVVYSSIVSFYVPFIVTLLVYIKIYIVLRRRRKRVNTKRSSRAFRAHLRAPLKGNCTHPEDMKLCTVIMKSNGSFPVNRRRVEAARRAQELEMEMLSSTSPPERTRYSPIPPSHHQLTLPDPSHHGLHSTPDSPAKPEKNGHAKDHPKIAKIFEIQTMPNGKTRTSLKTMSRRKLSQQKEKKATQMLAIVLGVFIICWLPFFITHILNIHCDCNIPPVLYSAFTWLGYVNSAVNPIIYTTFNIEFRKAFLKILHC
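Calcium mobilization kinetics were recorded at 1 s intervals in tetracycline-induced HEK293 T-REx D2 cells, first for 180 s after compound addition and then 180 s after EC80 dopamine.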
12-LOX inh = Primary qHTS assay for inhibitors of human arachidonate 12S-lipoxygenase (ALOX12): Round 2; Polyunsaturated fatty acid lipoxygenase ALOX12 (Homo sapiens), P18054; purified 12hLO, xylenol orange hydroperoxide absorbance; Potency, µM (highest dose often 108 µM), without a hit: top-dose activity change, negative = inhibition, actives largely listed as inhibitors; hit rate 1.1% among 580,000; AID 1671190, 2021; note: potency is the fitted concentration of half-maximal effect; % is set by controls: 0 for no effect and ±100 for the full control effect
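Purified human 12hLO at 150 nM in 25 mM Hepes, 0.01% Triton X-100, pH 7.0, preincubated 15 min at room temperature with compound. Reaction started with 40 uM arachidonic acid, 30 min at room temperature. Hydroperoxide measured by Fe-xylenol orange, 573/405 nm absorbance ratio.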
Vif-APOBEC3G blk = qHTS for Inhibitors of Vif-A3G Interactions: qHTS. HeLa A3G-eYFP + Vif (tagged APOBEC3G with the HIV-1 protein that degrades it), YFP fluorescence, overnight. Potency, µM (top dose mostly 46.1 µM), for inactives: top-dose activity, negative = active, most hits filed as inhibitors. hit rate 0.076% among 410,000. AID 602310, 2012;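 note: potency is the fitted concentration of half-maximal effect; % is set by controls: 0 for no effect and ±100 for the full control effect; nearly all actives have a fitted effect of over 60% in size; hits raise eYFP signal because A3G escapes Vif-driven loss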
Target sequence (Q9HC16 whole entry, looked up): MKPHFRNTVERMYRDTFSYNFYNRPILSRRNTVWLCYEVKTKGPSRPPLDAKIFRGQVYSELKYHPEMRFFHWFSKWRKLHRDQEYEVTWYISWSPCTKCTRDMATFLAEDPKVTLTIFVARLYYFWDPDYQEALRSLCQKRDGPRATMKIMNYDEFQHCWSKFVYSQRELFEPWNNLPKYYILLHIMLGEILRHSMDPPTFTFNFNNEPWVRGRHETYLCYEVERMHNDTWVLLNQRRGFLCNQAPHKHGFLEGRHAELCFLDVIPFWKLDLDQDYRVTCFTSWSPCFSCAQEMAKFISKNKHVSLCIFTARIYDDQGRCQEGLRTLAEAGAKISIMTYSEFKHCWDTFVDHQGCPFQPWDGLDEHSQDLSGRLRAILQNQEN
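Read-out is eYFP fluorescence (Ex 488/Em 500-530) from Vif-expressing HeLa A3G-eYFP cells; more signal means A3G escaped Vif-mediated degradation. Cells plated overnight, compound pinned in, incubated overnight at 37 deg C.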
Glioma ERSR ind = qHTS for Inducers of the Endoplasmic Reticulum Stress Response (ERSR) in Human Glioma: qHTS | Potency, µM, inactives show top-dose activation, actives largely listed as activators | hit rate 0.02% among 420,000 | U87-MG GRP78 promoter luciferase reporter, 16 h; note: potency is the fitted concentration of half-maximal effect; series mostly up to about 76 µM; % of control where 0% means no effect; nearly all actives have a fitted effect of over 35% in size
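Stably transfected U87-MG glioma cells carrying a GRP78-based luciferase sensor; 16 h compound incubation. Luminescence end-point read 10 min after Bright-Glo addition at room temperature.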
ERG Ets-DNA blk = qHTS for Small Molecule Inhibitors of the ERG Ets/DNA interaction; Transcriptional regulator ERG (Homo sapiens), P11308; fluorescence polarization, His-ERG Ets domain / labelled DNA; Potency, µM (titrated, usually from 76.9 µM), inactives show top-dose FP activity, negative = inhibition, hits mostly inhibitors; hit rate 0.028% among 370,000; AID 624246, 2012; active = well fitted inhibition curve with a large enough effect in the polarisation, with a control signal flat; inconclusive = small, poorly fitted or top-dose-only effect, or effect the other way, or a change in a side signal; inactive = no such curve, though single readings can be large or run the other way; the % refers to the polarisation;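 note: polarization taken with two DNA probes labelled with fluorescein and Texas red; potency is the fitted concentration of half-maximal effect; % of control where 0% means no effect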
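His-tagged ERG Ets domain (1 uM in the protein solution; 300mM KCl, 50mM Tris-HCl, 1mM EDTA, 1mM DTT, pH 7.5) received compound, then a probe mix of 5 nM fluorescein-DNA and 100nM Texas-615-DNA. Fluorescence polarization was read for both dyes.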
D2 ag = HTS Assay for Allosteric Agonists of the Human D2 Dopamine Receptor: Primary Screen for Agonists. HEK293 T-REx D2 cells, calcium flux agonist mode. activation, % at 2 µM. hit rate 0.53% among 340,000;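 active = activation over 3 SD above normal in the single-dose calcium agonist read, cut at about 30% in these data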; note: 0% is about no effect
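Agonism scored from kinetic calcium signal (1 read/sec, 180 s) following compound pin transfer, after a 10 s baseline. Cells: HEK293 Trex line expressing inducible D2 receptor coupled to calcium, dye-loaded after overnight culture at 30 C.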
RGS4 inh = Inhibitors of Regulator of G Protein Signaling (RGS) 4: qHTS. Regulator of G-protein signaling 4 (Homo sapiens), P49798. Transcreener GDP fluorescence polarization, RGS4-accelerated GTP hydrolysis. Potency, µM (series often up to 114 µM), for inactives: top-dose activity change, negative = inhibition, most hits filed as inhibitors. hit rate 0.039% among 390,000. AID 504845, 2011; note: potency is the fitted concentration of half-maximal effect; % is set by controls: 0 for no effect and ±100 for the full control effect; nearly all actives have a fitted effect of over 75% in size; some results filed as inactive show a strong effect at the top dose
Target sequence (P49798 whole entry, looked up): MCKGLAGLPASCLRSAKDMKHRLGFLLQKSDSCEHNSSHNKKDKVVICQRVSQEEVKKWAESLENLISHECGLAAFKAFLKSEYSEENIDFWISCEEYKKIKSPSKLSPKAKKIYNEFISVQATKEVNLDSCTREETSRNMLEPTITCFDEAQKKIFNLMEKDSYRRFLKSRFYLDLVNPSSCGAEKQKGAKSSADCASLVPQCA
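MLSMR compounds (23 nl, pin-transferred) preincubated 10 min at room temperature with a 500nM (2x) first reagent, then RGS4 at 900nM (2x) plus Transcreener GDP mix added; fluorescence polarization (620/688 nm) read before and after 90 min at 30 °C.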
Starred values were filed as active, the others as inactive; i = inactive; ? = inconclusive; . = no result given; & = joins results of further samples; [ ] = another dose, or the depositor's remark. Unless noted, calls come from the whole dose curve; as a rule, active = well fitted curve in the direction sought with a large enough effect; inconclusive = small, poorly fitted or top-dose-only effect, or another doubt; inactive = no such curve, though single readings can be large; an effect the other way counts as inactive or inconclusive. An excerpt (hit frequency here may not be typical).

entry	smiles	Vif-A3F inh	LDHA inh	D2 antag	12-LOX inh	Vif-APOBEC3G blk
1	Cc1cccc(C(=O)NC(=S)N2CCN(C(=S)NC(=O)c3cccc(C)c3)CC2)c1	-1%	-15	-1	?	1%
2	Cc1ccc(CN(C)C(=O)CCc2c[nH]c3ccccc23)o1	-11%	-9&0	6	-15%&2%	-9%
3	O=C(O)c1ccc(CNC(=O)c2ccccc2NC(=O)c2cccc([N+](=O)[O-])c2)cc1	-10%	2	11	-11%	-4%
4	COc1ccc(OCC(=O)OCC(=O)NC2CCCCC2C)cc1 (configuration not stated)	0%	1	-5	182%[activator]	-1%
5	Cc1ccc2c(c1)C(c1ccncc1)=NNC(c1ccc(F)cc1)=N2	6%	1	11	2%	1%
6	CCCOc1cc(C)c(S(=O)(=O)NCCOC)cc1C	-10%	5	10	-2%	-6%
7	Oc1c(C(c2cccc(Cl)c2)N2CCOCC2)sc2nc(-c3ccco3)nn12 (configuration not stated)	2%	13	.	-33%	-1%
8	CCc1cc2cc(C)cc(C)c2nc1SCC(=O)N1CCN(C(=O)c2ccco2)CC1	-10%	-4	-2	1%	-1%

entry	Glioma ERSR ind	ERG Ets-DNA blk	D2 ag	RGS4 inh
1	-1%	-14%	0.5	-17%
2	4%	-5%	-0.3	1%
3	-3%	1%	-0.5	8%
4	-4%	8%	0.1	1%
5	5%	0%	-0.7	15%
6	-3%	2%	20	-24%
7	-4%	21%	0.2	-7%
8	0%	2%	-0.2	18%

The listing continues:
entry	smiles	Vif-A3F inh	LDHA inh	D2 antag	12-LOX inh	Vif-APOBEC3G blk
9	O=C(NCCN1CCOCC1)C(=O)NCc1ccco1	-2%	-7	-10	5%	-10%
10	Clc1cccc(CSc2nccn2-c2ccccc2)c1	3%	4	27	-4%	-5%
11	COc1cc(/C=C2\SC(=S)N(CCC(=O)Nc3ccccn3)C2=O)cc(OC)c1OC	25µM*	-5	-7	-8%	-21%
12	CCCCN(CC)CCNC(=O)c1cc2c(C)nc3ccccc3c2o1	-13%	0	13	9%	4%
13	COc1cccc(/C=N/NC(=O)CSc2cccc3cccnc23)c1	0%	-2	-8	?	-23%
14	N#C/C(=C/c1ccc(-c2ccc([N+](=O)[O-])cc2)o1)c1nnc(N2CCOCC2)n1-c1ccccc1	?	-13	.	11%	-7%
15	CCCCc1nc2cc(C(=O)N3CCCCC3CCO)ccc2o1 (configuration not stated)	-11%	-11	3	9%	-6%
16	COc1cc(OC)c2c(-c3cccc(-c4ccc(OC)c(OC)c4)c3)cc(=O)oc2c1	-16%	-1	.	-18%	-36%

entry	Glioma ERSR ind	ERG Ets-DNA blk	D2 ag	RGS4 inh
9	0%	-7%	1.2	23%[11.4 µM]
10	-2%	5%	1.3	9%
11	-3%	7%	1.4	1%
12	-4%	6%	12	-10%
13	4%	-1%	-0.7	7%
14	-4%	6%	.	20%
15	0%	-2%	0.3	18%
16	-3%	4%	.	-13%

Structures shown so far containing a Cl atom, in the order listed:
entry	smiles	Vif-A3F inh	LDHA inh	D2 antag	12-LOX inh	Vif-APOBEC3G blk
7	Oc1c(C(c2cccc(Cl)c2)N2CCOCC2)sc2nc(-c3ccco3)nn12 (configuration not stated)	2%	13	.	-33%	-1%
10	Clc1cccc(CSc2nccn2-c2ccccc2)c1	3%	4	27	-4%	-5%

entry	Glioma ERSR ind	ERG Ets-DNA blk	D2 ag	RGS4 inh
7	-4%	21%	0.2	-7%
10	-2%	5%	1.3	9%

(list continues)
entry	smiles	Vif-A3F inh	LDHA inh	D2 antag	12-LOX inh	Vif-APOBEC3G blk
17	Cc1ccc(N2C(=O)Nc3ccccc3S2(=O)=O)cc1Cl	-20%	-1	14	0%	1%
18	CC(c1ccccc1)c1nnc(NC(=O)Nc2ccccc2F)s1 (configuration not stated)	-1%	-2	8	-1%	-1%
19	COc1cc(NC2c3ncccc3C(=O)N2Cc2ccco2)cc(OC)c1OC (configuration not stated)	-12%	-11	5	-21%	2%
20	OC[C@@H]1[C@@H](c2ccc(Cl)cc2)C(c2ccccc2)=NN1c1ccccc1	13%	-1	.	?	?
21	CN(C)/C=C(/C(=O)c1ccccc1Cl)S(C)(=O)=O	-2%	-14	-16	?	1%
22	COCCCn1cc(C(=O)c2cc(OC)ccc2OCC(=O)Nc2cc(C)on2)cc(C#N)c1=O	7%	5	-3	i	-14%
23	Nc1nc2c(Cl)ccc(Cl)c2s1	-6%	-3	3	0%	1%
24	CCOCCCNC(=O)c1ccc(-n2c(-c3ccccc3)cc3c2CCCC3)cc1	-12%	6	.	-2%	?

entry	Glioma ERSR ind	ERG Ets-DNA blk	D2 ag	RGS4 inh
17	-4%	-9%	0.0	17%
18	9%	-19%	-2.0	22%
19	-2%	10%	0.3	11%
20	5%&-4%	10%	.	-9%
21	-2%	-4%	0.4	?
22	-10%	4%	1.0	2%
23	-1%	-1%	-0.3	-6%
24	-1%	1%	-0.6	5%

The results go on.
entry	smiles	Vif-A3F inh	LDHA inh	D2 antag	12-LOX inh	Vif-APOBEC3G blk
25	COc1ccccc1CN1CC(C(=O)NCc2ccc(C)c(F)c2)CCC1=O (configuration not stated)	2%	0	6	18%	2%
26	CCCn1nnnc1SCC(=O)N1CCOCC1	0%	-6	8	0%	-3%
27	CCOC(=O)c1c(S(=O)(=O)N2CCCC(C(=O)NCc3ccccc3OC)C2)c(C)n(C)c1C (configuration not stated)	-5%	1	.	-22%	4%
28	Cc1ccc(-n2ncc3c(=O)n(CC(=O)N(C)C)cnc32)cc1	-6%	-1	4	-17%	-1%
29	CC(C)CCN(C(=O)Nc1ccc(Cl)cc1)C1CCN(C(C)C)CC1	6%	-15	-5	-18%	-5%
30	CC(C(=O)NC(=O)NC1CCCCC1)N(C)CC(=O)Nc1ccc(F)c(F)c1F (configuration not stated)	5%	-4	3	-9%	3%
31	COc1ccc(NC(=O)c2ccccc2)cc1NS(=O)(=O)c1ccc(F)cc1	-7%	2	-9	14%	-2%
32	CC1=C(C(=O)OCc2ccccc2)C(c2cccs2)N2C(=O)CCSC2=N1 (configuration not stated)	-3%	-4	10	-1%	1%

entry	Glioma ERSR ind	ERG Ets-DNA blk	D2 ag	RGS4 inh
25	-3%	-1%	0.0	13%[11.4 µM]
26	-3%	-5%	0.1	45%
27	3%	-1%	-3.1	10%
28	2%	-2%	1.2	-13%
29	6%	-3%	-1.6	1%
30	0%	-3%	0.7	-2%
31	-3%	4%	0.2	-22%
32	-4%	-6%	0.6	-5%

Further compounds follow.
entry	smiles	Vif-A3F inh	LDHA inh	D2 antag	12-LOX inh	Vif-APOBEC3G blk
33	COc1ccc(/C=C/C(=O)Nc2ccc(C)cc2)cc1S(=O)(=O)N1CCOCC1	2%	-3	2	-4%	-10%
34	Cc1[nH]n(-c2ccccc2)c(=O)c1/C=N/c1ccccn1	5%	-5	10	?	-1%
35	CCOC(=O)CNC(=O)c1nn(-c2ccc(OCC)cc2)c(=O)c2ccccc12	-7%	-1	20	16%	2%
36	COc1ccc(C)cc1NC(=O)Cn1c(=O)oc2cc(S(=O)(=O)N3CCCCC3)ccc21	-1%	-10	.	-12%	-14%
37	Cc1ccc(N=C2SC(C(=O)NCCc3ccccc3)CC(=O)N2C)cc1C (configuration not stated)	8%	-4	2	6%	-4%
38	Cc1ccc(S(=O)(=O)N2CCC(C(=O)N3CCN(c4ccccn4)CC3)CC2)cc1	5%	-5	-5	0%	0%
39	CCCCCC(=O)Nc1nc(C)c(-c2csc(Nc3cc(OC)ccc3OC)n2)s1	0%	6	-3	?	-10%
40	CCNc1nc(N)c(C(=C(C#N)C#N)c2ccccc2)s1	-13%	-2	45*	?	4%
41	NC(=O)NC(=O)COC(=O)CN1C(=O)C2CCCCC2C1=O (configuration not stated)	2%	-1	18	-14%	2%

entry	Glioma ERSR ind	ERG Ets-DNA blk	D2 ag	RGS4 inh
33	5%	-3%	-1.4	10%
34	-1%	-4%	0.4	13%
35	-5%	2%	-1.8	14%
36	-6%	-1%	-0.5	6%
37	-1%	-1%	0.0	22%
38	-4%	5%	0.2	-17%
39	-1%	3%	2.8	-16%
40	-3%	-5%	-1.2	-26%
41	-4%	-3%	0.8	-33%
